SR-BI uptake up: SR-BI HDL lipid transfer activation; CHO ldlA[mSR-BI] cells, DiI-HDL uptake fluorescence, 3 h; 100 = double the neutral-control signal; activation, % at 12.5 µM; 0.096% of 320,000 active; AID 504775;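 active = mean replicate activation of at least 60% and every replicate at or above 60%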;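 note: 0% = median plate neutral-control signal and 100% = twice that signal; values of inactives mirror those of a sister screen read the other way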
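System: CHO ldlA[mSR-BI] cells / Medium: HEPES-buffered (25 mM, pH 7.4) F12 plus 0.5% BSA / Probe or stimulus: labelled HDL, 10 µg/mL / Doses: single compound concentration, delivered by pin transfer / Schedule: 3 h, 37 °C / Measured by: DiI fluorescence, bottom read / Measure: cell-associated DiI fluorescence as measure of HDL uptake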
CAL PDZ FP-1: CAL PDZ (human) peptide binding inhibition. purified CAL PDZ, TMR-peptide fluorescence polarization, 1 h. AID 602252. 0.92% of 300,000 active. Q9HD26. inhibition, % at 24.9 µM;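 active = mean inhibition of at least 30% with at least half of replicates also reaching 30%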;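 note: 0% = DMSO neutral control and 100% = excess unlabeled competitor peptide PRC23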
CAL PDZ FP-2: inhibitors of human CAL PDZ peptide binding | Q9HD26 | purified CAL PDZ, TMR-peptide fluorescence polarization, 1 h | inhibition, % at 20 µM | 0.02% of 330,000 active | AID 504414;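 active = highest replicate inhibition of at least 40%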;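 note: plate controls were DMSO neutral control wells for no effect and unlabeled competitor peptide control wells for full effect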
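Assay system – tagged CAL PDZ protein CerCALP, purified · Timing – 1 h at RT · Compound – single point, 20 µM · Measured by – fluorescence polarization from S- and P-plane intensities, G-factor corrected · Evaluation – inhibition from polarization loss · Probe or stimulus – TMR reporter peptide T*-PRC34 · Buffer or medium – pH 7.4 phosphate-saline buffer, reducing agent, detergent, IgG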
MITF TRPM1 HTS: increases MITF-driven TRPM1 promoter luciferase signal | SK-MEL-5 TRPM1-promoter luciferase, 24 h; % of positive control, neutral wells = 0 | activation, % at 12.5 µM | 0.75% of 300,000 active | AID 588334;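 active = mean activation of at least 80% with every replicate also reaching 80%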;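 note: 0% = neutral control wells and 100% = parthenolide positive control wells; values of inactives mirror those of a sister screen read the other way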
AddAB inh: less growth of phage-infected E. coli with AddAB; E. coli expressing H. pylori AddAB, absorbance growth; inhibition, % at 11.9 µM; 0.29% of 330,000 active; AID 435030; in the data active = inhibition above about 12%;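 note: 0% = vehicle wells of infected cells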
SR-BI DiI inh: blocks mouse SR-BI lipid uptake from DiI-HDL | 0.96% of 320,000 active | ldlA[mSR-BI] CHO cells, DiI-HDL uptake fluorescence, 3 h | AID 488896 | inhibition, % at 12.5 µM;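 active = mean replicate inhibition of at least 70% and a set share of replicates each scoring 70 or more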;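 note: 0% = median of neutral control wells and 100% = median of positive control wells; values of inactives mirror those of a sister screen read the other way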
Target sequence (Q61009 whole entry, looked up): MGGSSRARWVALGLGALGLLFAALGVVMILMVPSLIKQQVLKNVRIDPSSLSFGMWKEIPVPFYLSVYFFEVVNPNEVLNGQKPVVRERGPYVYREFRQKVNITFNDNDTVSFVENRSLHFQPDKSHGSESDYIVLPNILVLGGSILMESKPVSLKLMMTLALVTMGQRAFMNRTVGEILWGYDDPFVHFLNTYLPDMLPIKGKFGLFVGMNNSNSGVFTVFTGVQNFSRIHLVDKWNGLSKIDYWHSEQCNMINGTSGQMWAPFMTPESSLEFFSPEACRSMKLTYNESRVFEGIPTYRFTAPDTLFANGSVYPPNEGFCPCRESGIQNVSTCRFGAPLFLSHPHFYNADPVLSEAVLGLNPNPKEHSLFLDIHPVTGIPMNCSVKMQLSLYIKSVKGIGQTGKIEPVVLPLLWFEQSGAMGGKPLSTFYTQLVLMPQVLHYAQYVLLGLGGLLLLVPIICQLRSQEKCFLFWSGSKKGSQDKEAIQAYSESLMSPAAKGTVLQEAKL
Tat export inh: blocks Tat-dependent protein export in E. coli | E. coli MC4100 TorA-mCherry Tat export, fluorescence | inhibition, % at 10 µM | 0.036% of 340,000 active | AID 488895;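 active = mean replicate inhibition at least 50% and at least half of replicates individually reaching 50%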;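 note: exported cargo escapes ClpAP degradation while cytoplasmic cargo is degraded and loses fluorescence; 0% = median of neutral control wells and 100% = median of NaSCN control wells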
Ecoli viability: bacterial growth inhibition, counter-screen for AddAB inhibitors; 0.27% of 330,000 active; inhibition, % at 11.9 µM; E. coli V3065 growth, OD600 absorbance, 18 h;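 active = inhibition above the campaign's mean inhibition across all tested compounds plus 3 SD, cut at about 9.9% in these data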;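 note: uninfected addAB+ strain grown without phage in ampicillin broth; 0% = DMSO wells and 100% = ciprofloxacin 0.95 µg/ml wells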
Wnt bcat act: Wnt/beta-catenin pathway activation | Wnt/beta-catenin reporter cell assay, activator, plate reader | activation, % at 9.35 µM | 1.2% of 300,000 active; in the data active = activation above about 30%, passing the limit was not always enough;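 note: 0% = neutral control wells and 100% = positive control wells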
phage Ecoli inh: E. coli growth loss with phage present | growth absorbance | inhibition, % at 11.9 µM | 0.26% of 360,000 active | AID 651602; in the data active = inhibition above about 11%
Starred values were filed as active, the others as inactive; x = no result given.

SMILES	SR-BI uptake up	CAL PDZ FP-1	CAL PDZ FP-2	MITF TRPM1 HTS	AddAB inh	SR-BI DiI inh	Tat export inh	Ecoli viability	Wnt bcat act	phage Ecoli inh
O=C(CSC1CC(=O)N(CCc2ccccc2)C1=O)Nc1ccc(Cl)cc1 (centres undefined)	12.7	-2.8	-0.9	-3.1	1.7	-12.7	0.4	0.2	x	3.4
Cc1ccc(O)c(-c2cc(C(=O)NCc3ccccc3)[nH]n2)c1	-14.3	-1.1	-0.6	56.1	2.0	14.3	0.2	2.0	26.7	3.8
Cc1cc(C)c(S(=O)(=O)c2ccccc2)c(Cl)n1	7.0	0.7	-0.3	12.0	1.9	-7.0	-6.4	0.7	-1.7	2.6
Cc1ccccc1N=C(NO)c1cccnc1	18.9	17.7	-0.2	-2.5	1.1	-18.9	-4.2	-0.1	-0.3	0.2
CSCCC(NC(=O)C1CCC(C)CC1)C(=O)NCCN1CCC(C)CC1 (centres undefined)	x	-2.2	-2.4	-10.3	-0.3	x	0.1	2.2	4.2	2.1
Cc1ccc(S(=O)(=O)N2CCN(c3ccccn3)CC2)cc1	x	x	x	x	3.5	x	x	-1.0	3.2	3.8
COc1ccc(C(=O)N/N=C(/C)c2ccc(N3CCCCC3)cc2)cc1	7.3	2.1	-0.9	30.8	1.0	-7.3	-0.7	-0.1	13.4	1.7
CCNCC(O)COCC(O)CNCC (centres undefined)	9.8	1.3	-2.2	x	1.1	-9.8	-2.5	0.2	-3.9	1.9
CCCCNC(=O)C(Cc1ccccc1)NS(=O)(=O)c1ccc2c(c1)c(=O)n(C)c(=O)n2C (centres undefined)	-4.6	1.7	-0.7	x	-0.3	4.6	19.1	1.9	-2.7	0.4
COC(=O)Cc1ccc(NC(=O)c2ccc3c(c2)C(=O)N(Cc2ccco2)C3=O)cc1	-35.9	0.3	-3.2	-5.0	3.4	35.9	2.4	0.6	-0.8	1.2

Structural class: the entries above containing a Cl atom (two)
SMILES	SR-BI uptake up	CAL PDZ FP-1	CAL PDZ FP-2	MITF TRPM1 HTS	AddAB inh	SR-BI DiI inh	Tat export inh	Ecoli viability	Wnt bcat act	phage Ecoli inh
O=C(CSC1CC(=O)N(CCc2ccccc2)C1=O)Nc1ccc(Cl)cc1 (centres undefined)	12.7	-2.8	-0.9	-3.1	1.7	-12.7	0.4	0.2	x	3.4
Cc1cc(C)c(S(=O)(=O)c2ccccc2)c(Cl)n1	7.0	0.7	-0.3	12.0	1.9	-7.0	-6.4	0.7	-1.7	2.6

Next part.
SMILES	SR-BI uptake up	CAL PDZ FP-1	CAL PDZ FP-2	MITF TRPM1 HTS	AddAB inh	SR-BI DiI inh	Tat export inh	Ecoli viability	Wnt bcat act	phage Ecoli inh
CCCCCn1c(N)c(C#N)c2nc3ccccc3nc21	-16.9	-6.1	-1.2	-0.3	2.0	16.9	0.9	2.7	-0.4	0.8
COc1cccc(NC(=O)NC(=O)c2c(C)cc(Cl)nc2Cl)c1	-2.4	-5.9	-1.4	1.2	4.1	2.4	-7.8	-1.0	-0.4	2.6
CC1Cc2ccccc2N1Cc1cc(=O)c(OCC(=O)NCCc2ccccc2)co1 (centres undefined)	-42.1	0.3	-1.0	-0.7	-0.6	42.0	1.1	-2.5	-2.2	-1.3
COc1ccc(-c2nnc(S/C(=C/c3ccc(Cl)cc3)C(=O)O)o2)cc1	31.6	-2.8	0.5	-4.9	2.3	-31.6	-1.8	0.9	-7.8	4.0
CC(OC(=O)CCC(=O)N1CCN(S(=O)(=O)c2ccc3ccccc3c2)CC1)C(=O)NC(N)=O (centres undefined)	x	-2.8	-2.2	2.3	-0.4	x	-2.0	-0.7	-2.7	0.9
Cc1ccc(-c2nnn(CC(=O)N(c3cccc(O)c3)C(C(=O)NC(C)(C)C)c3cccs3)n2)o1 (centres undefined)	4.1	x	-1.8	-11.8	-0.7	-4.1	-10.2	0.9	-2.9	x
COc1ccc(S(=O)(=O)NCCc2csc(-c3cccnc3)n2)cc1	26.6	2.3	-0.3	15.5	-3.4	-26.6	-1.3	0.3	-4.0	1.0
CCN1c2ccccc2-c2nc3ccccc3n2C1c1ccncc1 (centres undefined)	-0.7	-2.0	-2.3	-3.0	-1.7	0.7	-7.0	2.5	x	0.8
Cc1cc(=O)c2n(Cc3ccc(Cl)cc3)nc[n+]2[nH]1	-10.5	-7.7	-4.3	x	6.2	10.5	-2.2	2.3	x	3.0
COc1ccc(NC(=S)N2CCCC2)cc1	28.4	-2.0	-1.4	6.2	3.0	-28.4	-10.1	0.5	x	1.5
Cc1ccc2[nH]c(=O)c3cc(C(=O)N(C)C4CCCCC4)sc3c2c1	-12.8	4.6	0.4	32.3	5.4	12.8	3.5	0.5	0.7	4.0
Cc1cc(S(=O)(=O)N2CCCC2)ccc1OCC(=O)NC1CCCC1	-5.7	5.3	0.0	-1.1	4.0	5.7	4.5	3.5	-4.7	4.3
COc1ccc(/C=N/Nc2nc(-c3cccc(S(=O)(=O)N4CCCC4)c3)cs2)cc1OC	59.4	20.8	-0.5	8.2	-1.0	-59.4	1.6	0.5	x	2.0
CC(CN(C)Cc1ccccc1)OC(=O)c1ccc2c(c1)OCCO2 (centres undefined)	-6.3	-1.7	-2.3	11.3	1.3	6.3	-7.8	0.9	0.6	0.3
CCCCn1c(N)c(N(CC(C)C)C(=O)COc2cc(C)ccc2Cl)c(=O)[nH]c1=O	27.2	-0.9	-0.7	-2.5	x	-27.2	1.8	x	-4.4	1.6
C/C=C(\C)C(=O)OC1[C@H](OC(C)=O)C2(CO)C(CC1(C)C)C1=CCC3C4(C)CCC(O[C@@H]5O[C@H](C(=O)O)[C@@H](O[C@@H]6O[C@H](CO)[C@@H](O)[C@H](O)[C@H]6O)[C@H](O)[C@H]5O[C@H]5O[C@H](CO)[C@@H](O)[C@H](O)[C@H]5O)[C@](C)(CO)C4CCC3(C)[C@]1(C)C[C@H]2O (some centres undefined)	2.0	-8.2	-1.0	-96.8	x	-2.0	4.9	x	x	x
CC(=O)c1ccc(NC(=O)Cn2nc(C)cc2C)cc1	31.1	1.7	x	x	4.1	-31.1	8.9	-2.7	-4.2	1.9
Cc1cc(C)c(NC(=O)c2sc3nc(C)[nH]c(=O)c3c2C)c(C)c1	x	x	x	x	-2.7	x	x	-1.6	0.0	7.5
CCOC(=O)CSc1nc(N)c(C#N)c(-c2ccc(OC)cc2)c1C#N	-7.6	-3.5	-0.7	-1.5	0.5	7.6	-1.7	-1.4	x	1.9
O=C(NNC(=O)c1oc2ccccc2c1-n1cccc1)c1ccco1	24.5	-0.2	0.8	8.8	-1.4	-24.5	-5.8	0.6	-0.9	2.7
O=C(COc1ccccc1)Nc1cccc(-c2nn[nH]n2)c1	12.4	2.2	0.5	-0.9	2.6	-12.4	1.2	2.7	-2.4	-0.1
O=C(O)C1(c2ccccc2)CCN(S(=O)(=O)c2ccc(Cl)cc2)CC1	-12.9	-4.8	-17.0	0.3	-2.6	12.9	-2.3	-2.2	0.8	2.1
Cc1ccccc1C(=O)N1CCC(C(=O)OCC(=O)Nc2cccc([N+](=O)[O-])c2C)CC1	-24.7	4.9	-1.6	1.8	2.1	24.7	-0.3	1.1	-0.9	2.5
CSCCC(NC(N)=O)C(=O)Nc1ccc2ccccc2c1 (centres undefined)	-1.3	4.4	-1.1	8.0	2.8	1.3	-7.7	1.7	x	3.3
CN(C)CCNC(=O)c1ccccc1-c1cc2ccccc2c(=O)o1	7.2	0.0	-0.8	8.0	x	-7.2	-2.7	x	-0.3	-1.5
CCOC(=O)NC(=O)CSc1nnc(SCCC(=O)O)s1	23.6	3.9	-0.8	-8.8	5.1	-23.6	9.6	-0.7	x	2.4
CN1C(=O)/C(=C/c2ccccc2OCc2ccccc2)NC1=S	-9.8	-2.5	-0.5	-5.6	1.0	9.8	0.8	0.0	x	2.3
COC(=O)C1=C(C)N(Cc2ccccc2)C(=NCCc2ccccn2)N[C@H]1c1cccc(C(F)(F)F)c1	32.7	-2.5	-0.5	-41.6	1.2	-32.7	-36.0	-1.7	0.2	3.3
CCN1CCN(c2c(Cl)cccc2NC(=O)c2ccc3c(c2)OCCO3)CC1	-3.2	-0.9	-4.1	x	0.5	3.2	1.8	-2.0	x	2.4
COc1cc(C2NC(=S)NC(C)=C2C(=O)Nc2ccc(C)cc2)ccc1O (centres undefined)	-26.8	-0.3	0.2	29.6	2.8	26.8	-7.9	1.5	16.0	3.0
CCOC(=O)N/N=C(\C)c1cccs1	22.0	-2.6	0.3	22.3	2.6	-22.0	-4.6	-0.6	3.2	3.1
CCOc1ccc(CN(C)C(=O)c2ccc3c(c2)NC(=O)C(C)S3)cc1OC (centres undefined)	-25.5	-7.0	-0.9	-4.3	2.5	25.5	0.0	0.2	-1.3	1.7
O=C(NC1CCCCC1)c1cc(S(=O)(=O)N2CCN(c3ccccc3)CC2)ccc1Cl	-14.3	-2.2	-1.0	-16.8	-0.1	14.3	-8.3	-1.9	-3.5	1.0
CNC(=O)c1cc(C(=O)c2ccccc2C(F)(F)F)c[nH]1	4.7	-0.9	-0.2	-9.5	3.2	-4.7	-0.1	2.6	-8.5	2.7
CCC(C)NC(=S)N1CCN(Cc2ccccc2)CC1 (centres undefined)	6.6	-4.1	-0.4	-0.2	1.9	-6.6	-10.0	0.9	-11.0	3.2
COc1ccc(/C=C2/C(=O)N=C(N)N2C)cc1OC	x	-1.9	0.1	-1.6	0.0	-17.9	-0.4	3.5	x	2.0
Clc1ncccc1-c1nnn(-c2ccccc2Br)n1	-6.6	4.0	-0.5	66.0	1.1	6.6	-9.1	-1.4	17.0	4.3
COc1ccc(C(=O)NCCS(=O)(=O)NCc2ccco2)cc1	29.9	-2.4	-1.8	4.2	1.3	-29.9	-3.2	1.0	-0.7	3.2
CC1=NN(c2ccc(Br)cc2)C(=O)/C1=C/c1cccs1	-8.2	-10.5	-0.1	-3.9	1.1	8.2	3.3	2.4	x	2.5
Fc1cccc(Nc2nc3ccccc3n3nnnc23)c1	-9.8	x	-1.9	4.6	-0.9	9.8	4.6	-1.1	5.3	2.7
C(=C\c1ccccc1)/C=N/Nc1nc2ccccc2[nH]1	-3.3	-1.5	-0.1	25.8	3.7	3.3	-15.3	-3.4	90.4*	4.0
Cc1ccc(CNS(=O)(=O)c2ccc3c(c2)CCN3C(=O)CCCC(=O)O)cc1	1.9	34.3*	6.6	-12.5	3.5	-1.9	-3.0	-2.7	-0.7	0.4
CN(C)c1ccc(CNc2nc(-c3ccccc3)nn2S(C)(=O)=O)cc1	-17.7	0.2	0.0	17.9	1.8	17.7	-4.6	-3.0	9.8	5.0
Cc1cccc(NC(=O)C2CCCN(S(=O)(=O)c3cccc4nsnc34)C2)c1 (centres undefined)	-14.2	-0.6	-2.3	-3.9	3.7	14.2	2.5	1.5	-7.3	6.1
CC(OC(=O)/C=C/c1cccc(C(F)(F)F)c1)C(=O)NC1CCCCC1C (centres undefined)	11.0	-4.3	-1.3	-1.7	2.2	-11.0	2.0	-0.1	-1.1	-0.2
